tim10-1 inh – tim10-1 yeast growth inhibition. S. cerevisiae tim10-1 ts strain growth, BacTiter-Glo, 24 h. inhibition, % at 20 µM. 330,000 tested, 2.2% active. AID 463190;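 active = inhibition of at least 40%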;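 also: mutant grown at 25 °C; 0% = DMSO wells with yeast and 100% = wells holding no yeast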
TIM10 inh – TIM10 yeast growth inhibition; S. cerevisiae TIM10 strain growth, BacTiter-Glo luminescence, 24 h; inhibition, % at 10 µM; 330,000 tested, 1.4% active;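 active = inhibition of 40% or more at the single tested concentration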;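 also: wild-type TIM10 isogenic control strain grown at permissive 25 °C; 0% = DMSO yeast wells and 100% = minimal medium wells without yeast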
mIAP inh – mouse IAP inhibition. purified mouse IAP, CDP-Star luminescence, 30 min. inhibition, % at 10 µM. 330,000 tested, 0.2% active. AID 2806;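 active = inhibition of at least 40% at 10 µM in the primary screen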;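 also: plate controls were DMSO with enzyme for no effect and no enzyme wells for full effect; values of inactives mirror those of a sister screen read the other way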
hIAP act – human IAP activation | activation factor at 10 µM | P09923 | 330,000 tested, 0.16% active | AID 2524 | purified human IAP, CDP-Star luminescence, 30 min; stronger effect = higher value; 1 = vehicle-only enzyme, 0 = enzyme-free background;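 active = activation factor of the enzyme at least 2-fold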; also: the source names both 10 and 20 µM as test concentration; values of inactives mirror those of a sister screen read the other way
Target sequence (P09923 whole entry, looked up): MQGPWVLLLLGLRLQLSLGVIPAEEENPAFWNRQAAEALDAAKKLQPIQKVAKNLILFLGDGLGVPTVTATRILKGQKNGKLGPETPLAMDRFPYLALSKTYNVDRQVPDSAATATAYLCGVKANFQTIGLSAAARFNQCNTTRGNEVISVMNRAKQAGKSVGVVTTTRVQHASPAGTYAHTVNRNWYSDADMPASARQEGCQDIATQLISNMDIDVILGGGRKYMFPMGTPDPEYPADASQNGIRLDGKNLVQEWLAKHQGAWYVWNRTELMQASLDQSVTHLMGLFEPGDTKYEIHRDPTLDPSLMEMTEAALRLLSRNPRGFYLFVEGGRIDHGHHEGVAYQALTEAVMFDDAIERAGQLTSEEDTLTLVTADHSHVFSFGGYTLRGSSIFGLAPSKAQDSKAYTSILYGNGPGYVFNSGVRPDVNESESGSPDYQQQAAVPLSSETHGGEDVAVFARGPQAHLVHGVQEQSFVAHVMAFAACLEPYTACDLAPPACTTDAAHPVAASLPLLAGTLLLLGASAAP
mIAP act – mouse IAP activation. muIAP, CDP-Star luminescence, 30 min; stronger effect = higher value; 1 = vehicle-only enzyme signal, 0 = enzyme-free wells. activation factor at 10 µM. 330,000 tested, 0.24% active;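 active = activation factor of at least 2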; also: the source names both 10 and 20 µM as test concentration; values of inactives mirror those of a sister screen read the other way
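also added = chemiluminescent substrate CDP-Star | test system = mouse IAP enzyme | signal = chemiluminescence readout | compound = DMSO-dissolved test compounds | incubation = 30 min at room temperature | benchmarks = DMSO wells, no-enzyme wells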
ATG4B inhibitor – inhibitors of human ATG4B cysteine protease; inhibition, % at 8.33 µM; 340,000 tested, 0.51% active; Q9Y4P1; ATG4B cleavage of LC3-PLA2, NBD-HPC fluorescence, 1 h; AID 504462; in the data active = inhibition above about 40%
Target sequence (Q9Y4P1 whole entry, looked up): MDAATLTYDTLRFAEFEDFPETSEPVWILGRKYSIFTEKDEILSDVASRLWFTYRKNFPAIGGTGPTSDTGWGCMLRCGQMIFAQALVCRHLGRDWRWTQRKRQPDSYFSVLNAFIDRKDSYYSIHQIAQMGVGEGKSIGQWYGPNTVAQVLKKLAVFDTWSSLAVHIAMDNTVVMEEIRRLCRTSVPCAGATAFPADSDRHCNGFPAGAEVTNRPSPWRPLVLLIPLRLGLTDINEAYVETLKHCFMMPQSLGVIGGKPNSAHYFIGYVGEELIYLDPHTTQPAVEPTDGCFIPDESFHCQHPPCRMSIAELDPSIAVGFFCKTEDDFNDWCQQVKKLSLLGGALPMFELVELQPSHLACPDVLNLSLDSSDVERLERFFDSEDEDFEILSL
hIAP inh – blocks human intestinal alkaline phosphatase | P09923 | purified IAP, CDP-Star luminescence, 30 min | inhibition, % at 10 µM | 330,000 tested, 0.12% active | AID 2544;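 active = inhibition reaching a set limit with compound at 10 µM in the primary screen, cut at about 35% in these data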;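 also: plate controls were DMSO wells with enzyme for no effect and no-enzyme buffer wells for full effect; values of inactives mirror those of a sister screen read the other way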
NLRP3 yeast inh – inhibitors of NALP3 inflammasome in yeast; Yeast reconstituted NLRP3/ASC/caspase-1, beta-gal luminescence, 24 h; inhibition, % at 10 µM; 330,000 tested, 0.39% active; AID 2825;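 active = inhibition of 50% or more; inactive = inhibition below 50%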;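 also: plate controls were induced DMSO wells for no effect and uninduced yeast grown without galactose for full effect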
Apaf-1 inh – human Apaf-1 inhibition; O14727; reconstituted apoptosome caspase-3 activity, DEVD-Rh110 fluorescence; inhibition, % at 20 µM; 330,000 tested, 0.71% active; AID 489030; active = inhibition of at least 40% at 20 µM;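 also: plate controls were DMSO wells for no effect and DEVD-CHO caspase inhibitor wells for full effect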
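detection = Rh110 fluorescence intensity | test system = biochemical Apaf-1 apoptosome reconstitution | also added = cytochrome c and DEVD-Rh110 substrate | schedule = 30 min plus 50 min, RT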
Active calls of the source: *; . = no result given.

SMILES	tim10-1 inh	TIM10 inh	mIAP inh	hIAP act	mIAP act	ATG4B inhibitor	hIAP inh	NLRP3 yeast inh	Apaf-1 inh
COc1cccc(NC(=O)CN(c2cccc(OC)c2)S(C)(=O)=O)c1	-1	2	8	0.89	0.92	12	12	23	4
CC1(C)CC2(CC(C)(C)N1)OC(=O)N1CCc3ccccc3C12C (stereo not given)	-11	4	8	0.9	0.92	-3	10	17	-5
CN(C)CCOC1c2ccccc2CCc2ccc3ccccc3c21 (stereo not given)	7	20	10	0.94	0.9	-1	6	37	3
Cc1cc(C(=O)NC2CCCc3c2cnn3-c2ccc(C)c(C)c2)nc(C)n1 (stereo not given)	34	14	-6	1	1.1	8	0	23	22
CNCCCc1[nH]nc(N)c1C#N	3	-11	-1	1.1	1	-2	-7	-9	1
Cn1cc(CCC(=O)NCc2ccc3c(c2)OCO3)c2ccccc21	18	19	0	1.1	1	-6	-7	11	-13
Cc1ccc(C(=O)O)cc1[N+](=O)[O-]	3	5	0	0.89	1	3	11	-1	-8
Cc1oc(-c2cccc(Cl)c2)nc1CN1CCC(C(=O)NC2CC2)CC1	12	-8	-4	1.1	1	-3	-7	9	-3
CC1CCCCN1C(=O)CCn1c(=O)oc2ccccc21 (stereo not given)	3	2	-5	0.92	1	9	8	-4	8
COc1cccc(CC2(CO)CCCN(Cc3cn[nH]c3-c3ccc(F)cc3)C2)c1 (stereo not given)	15	7	3	0.81	0.97	-9	18	2	-10
COc1ncnc2sc(-c3ccccc3)cc12	-14	-1	2	0.86	0.98	-3	14	38	2
Cc1nc(-c2ccc(Cl)cc2)sc1C1(C)CC(c2cccc([N+](=O)[O-])c2)=NO1 (stereo not given)	11	-18	4	1	0.96	4	0	11	6
CCOC(=O)c1csc(CCNC(=O)c2oc3c(Cl)cc(C)cc3c2C)n1	19	9	-1	1.3	1	9	-29	24	18
CC(=O)Nc1ccc(S(=O)(=O)N2CCCN(S(=O)(=O)c3ccc(C)cc3)CC2)cc1	25	23	4	0.94	0.96	-5	6	0	-7
NC(=O)[C@@H]1CCCNc2c(I)cc([N+](=O)[O-])cc2C(=O)N[C@@H](Cc2ccccc2)C(=O)N[C@@H](Cc2cnc[nH]2)C(=O)N1	2	-5	8	1.1	0.92	-8	-15	7	19
O=C(N/N=C/c1coc2ccccc2c1=O)c1cc(Br)c(O)c(Br)c1	-1	16	0	1.1	0.99	22	-12	13	8
CC(=O)Nc1ccc(C(=O)NN2C(=O)NC3(CCCCC3)C2=O)cc1	6	3	5	1	0.95	-3	-1	7	-7
COC(=O)N/N=C/c1cn(CCCOc2ccc(C)cc2)c2ccccc12	10	12	-13	0.97	1.1	40*	3	14	12
O=C1CC(c2ccccc2)C(C(=O)O)N1 (stereo not given)	-12	8	-3	1.1	1	3	-14	14	-17
O=C(c1cc(COc2ccc(F)cc2F)on1)N1CCN(C2CCCC2)C(=O)C1	1	6	4	1.1	0.96	15	-10	3	-1
COc1ccc(CNC(=O)c2cc3c(s2)CS(=O)C3)cc1 (stereo not given)	7	10	14	0.94	0.86	0	6	-11	4
CCCCC(=O)Nc1ccc(NC(=O)c2cccnc2)cn1	6	-10	1	1	0.99	-7	-2	-2	9
O=C1CC(N2CCOCC2)C(=O)N1c1cccc(Cl)c1 (stereo not given)	24	17	8	1.1	0.92	-4	-6	2	0
O=C(O)c1cccc2c1C(=O)N(CC1CCCO1)C2 (stereo not given)	-4	10	-3	1	1	-2	-2	15	1
COc1ccc(N2CCN(Cc3cc4c(cc3Br)OCCO4)CC2)cc1	9	4	2	1.1	0.98	1	-8	0	18
COc1cc(C2C(C#N)=C(N)N(Nc3ccccc3)C3=C2C(=O)CC(C)(C)C3)ccc1OCc1cccc(F)c1 (stereo not given)	21	14	6	1	0.94	-10	-3	2	22
COc1ccccc1CNC(=O)COC(=O)Cc1cccs1	15	10	2	1.1	0.98	5	-5	9	10
COc1ccc(OCC(O)CNC(=O)c2ccccc2C(=O)O)cc1 (stereo not given)	14	-10	-14	1	1.1	-15	-4	15	0
N=c1n(CCN2CCCCC2)c2ccccc2n1CC(O)c1ccco1 (stereo not given)	0	13	-5	0.91	1.1	0	10	5	1
CCc1cccc2c(C=C(C#N)C#N)cn(CC(=O)N3CCCCCC3)c12	-2	-6	7	0.88	0.93	2	12	19	-2
CC(=O)c1ccc(NC(=O)c2ccc(CNc3c(N4CCCC4)c(=O)c3=O)cc2)cc1	12	-6	9	0.91	0.91	10	9	4	10
Cc1ccccc1C(=O)NCC(=O)O	18	10	-22	0.94	1.2	0	6	17	1
Cc1ccc(-c2csc(Nc3ccccn3)n2)cc1	9	9	9	1.1	0.91	6	-14	17	12
CN(C)Cc1ccccc1Cc1ccccc1	7	1	-4	1	1	5	-4	-3	0
CN1/C(=C/c2cccc[n+]2CCO)Sc2ccccc21	2	12	0	0.63	1	0	37*	10	5
COc1ccc(OC)c(C(C)NC(=O)Nc2ccccc2)c1 (stereo not given)	18	7	-11	1	1.1	-13	0	17	-9
CCCN(CC(=O)Nc1ccccc1C)C(=O)c1oc2ccc(OCC)cc2c1C	4	8	7	1.1	0.93	2	-10	29	15
Cc1ccc(-c2nn3c(=O)c(C)nnc3s2)cc1	19	21	3	1.1	0.97	-7	-9	9	-25
CC1CCCN(C(=O)COC(=O)Cn2cnc3ccccc32)C1 (stereo not given)	-18	-6	-6	1.3	1.1	-6	-30	9	6
O=C(COC(=O)c1cnccn1)Nc1ncc(Cl)cc1Cl	1	-2	13	0.89	0.87	3	11	25	2
COc1cccc(N2CCN(C(=O)c3ccc4nc[nH]c4c3)CC2)c1	4	-6	6	1.5	0.94	-6	-54	14	1
CC(C)c1cc(CNC(=O)c2cc(COc3cncc(Cl)c3)on2)on1	5	-2	-2	1.3	1	18	-26	26	3
O=C(CNC(=O)c1ccc(Cl)cc1)OCN1C(=O)c2ccccc2C1=O	-31	-23	-1	0.94	1	-6	6	-12	-2
CCCC(=O)Nc1ccc(-c2nc3cc(C)ccc3o2)cc1	44*	55*	2	0.85	0.98	-6	15	24	5
Cc1nc2c(Cl)cccc2c2c1CC(CBr)O2 (stereo not given)	14	10	-1	1.1	1	0	-12	2	4
COc1ccccc1-c1nnc(NC(=O)C2=COCCO2)o1	5	11	7	0.99	0.93	-3	1	18	-10
CCOc1ccc(N(CC(=O)NC2CCCCC2)C(=O)Cn2nnc(-c3ccc(C)o3)n2)cc1	11	10	6	1	0.94	4	-5	1	13
COC(=O)c1ccc(/C=N/Nc2nc(C)c(C)s2)cc1	-2	-1	17	1.1	0.83	-1	-10	25	15
Clc1cc2nc[nH]c2cc1Cl	7	-16	14	1.1	0.86	15	-14	2	-3
Cc1ccc(-c2nc3cc(N)ccc3o2)cc1	36	41*	-5	1	1.1	-10	0	-12	0
CCOc1ccc(S(=O)(=O)NNS(=O)(=O)c2ccc(C)cc2C)cc1	14	-14	0	0.96	1	1	4	-3	4
CCN(CC(=O)Nc1ccc2c(c1)OCCO2)C(=O)COc1ccc(C)cc1	20	4	10	1.1	0.9	-11	-8	1	10
O=S(=O)(c1ccc(Oc2ccc(Br)cc2F)nc1)N1CCCCC1	32	29	-3	1	1	-10	-2	-41	17
Cc1ccc(-c2nnc(SCC(N)=O)n2C)cc1	1	9	11	0.8	0.89	3	20	4	-4
Cc1ccc(C(=O)O/N=C/c2c(N3CCOCC3)n(C)c3ccccc23)cc1	31	42*	2	0.92	0.98	13	8	47	8
c1coc(CN2CCN(C(c3cccs3)c3nnnn3C3CCCC3)CC2)c1 (stereo not given)	20	14	-8	0.88	1.1	-12	12	21	2
CC[C@@H]1CCCCc2ccccc2[C@@H](C(=O)C[C@@H](O)CC(C)=O)OC1=O	4	-9	3	0.98	0.97	.	2	23	-6
CCN(CC)C(=O)C1CCCN(c2ccc([N+](=O)[O-])cc2/C=N/NC(=O)c2ccc([N+](=O)[O-])cc2)C1 (stereo not given)	16	22	15	1.1	0.85	6	-9	16	6
CC(Nc1ccccc1CO)C(=O)Nc1cccc(Cl)c1Cl (stereo not given)	8	-5	-4	1.1	1	-2	-7	16	-4
CC1CCN(C(=O)COc2ccc3ccccc3c2Br)CC1	6	-28	4	1	0.96	.	-2	26	17

Part of the list above, limited to Apaf-1 inh.
Compound | Apaf-1 inh
O=C1CC(c2ccccc2)C(C(=O)O)N1 (stereo not given) | -17
Cn1cc(CCC(=O)NCc2ccc3c(c2)OCO3)c2ccccc21 | -13

Continuation:
SMILES	tim10-1 inh	TIM10 inh	mIAP inh	hIAP act	mIAP act	ATG4B inhibitor	hIAP inh	NLRP3 yeast inh	Apaf-1 inh
O=C1NC(=O)c2cc(NC(=O)C3CCCO3)ccc21 (stereo not given)	3	-10	1	1.1	0.99	16	-6	5	1
CCN1C(=O)[C@H]2[C@@H](c3ccc(-c4cccc(Cl)c4)c(OC)c3)N[C@@](CC(C)C)(C(=O)OC)[C@H]2C1=O	25	16	0	1	1	-12	0	21	23
COc1ccnc(Oc2ccc3ccccc3c2)c1C#N	4	7	4	1.1	0.96	2	-5	11	-8
Cc1ccc(NC(=O)NC2CCCCC2)c(C)c1	1	-2	-6	0.94	1.1	4	6	4	3
CC(C)[C@H](NC(=O)c1ccccc1F)C(=O)OCC(=O)NC(=O)NC1CCCCC1	-35	-16	1	0.98	0.99	0	2	13	5
O=C1NC[C@H](Cc2ccccc2)N(CCc2cccc(F)c2)C1=O	2	3	5	0.95	0.95	-3	5	8	-4
CCOc1ccc(CCNC(=O)C(CCC(N)=O)NC(=O)OCc2ccccc2)cc1OCC (stereo not given)	-2	8	0	1.1	1	-3	-14	7	-16
Cc1ccc(Nc2cc(C)c3c(O)cccc3n2)cc1C	-85	-21	-4	1.1	1	7	-14	27	6
CCCCc1cc(=O)oc2cc(C)cc(OCC(=O)N3CCC(C(=O)O)CC3)c12	-20	-5	-3	0.97	1	-13	3	6	-8
CC1CN(CCCCOc2ccc(Cl)c3ccccc23)CC(C)O1 (stereo not given)	-41	-25	-6	1.1	1.1	-2	-11	31	21
O=C(NCCNC(=O)c1ccc([N+](=O)[O-])cc1)c1ccncc1	5	5	14	0.96	0.86	-6	4	-15	-14
Cc1cc(C)c(NC(=O)Cn2cnc3c(oc4ccccc43)c2=O)c(C)c1	13	-10	-2	1.1	1	4	-8	3	-2
Cc1n[nH]c(=S)n1/N=C/c1c(O)ccc2ccccc12	6	-6	16	1.5	0.84	4	-52	14	-5
COc1ccc(-c2csc(NC(=O)c3ccccc3NS(=O)(=O)c3ccc(F)c(F)c3)n2)cc1	-51	-11	8	0.95	0.92	69*	4	12	20
CCCOc1ccc(NC(=O)Cc2ccc(S(=O)(=O)N3CCOCC3)s2)cc1OCCC	-2	10	-21	1	1.2	-12	-3	17	12

3 of the entries above in order of the ATG4B inhibitor value, smallest number first:
SMILES | ATG4B inhibitor
Cc1n[nH]c(=S)n1/N=C/c1c(O)ccc2ccccc12 | 4
Cc1ccc(Nc2cc(C)c3c(O)cccc3n2)cc1C | 7
O=C1NC(=O)c2cc(NC(=O)C3CCCO3)ccc21 (stereo not given) | 16

One compound at a time, as listed above. Order of screens: tim10-1 inh | TIM10 inh | mIAP inh | hIAP act | mIAP act | ATG4B inhibitor | hIAP inh | NLRP3 yeast inh | Apaf-1 inh
Cc1n[nH]c(=S)n1/N=C/c1c(O)ccc2ccccc12 across the screens: 6 | -6 | 16 | 1.5 | 0.84 | 4 | -52 | 14 | -5
CC1CCCN(C(=O)COC(=O)Cn2cnc3ccccc32)C1 (stereo not given) across the screens: -18 | -6 | -6 | 1.3 | 1.1 | -6 | -30 | 9 | 6
